ST2 IL33 inh: inhibitors of human ST2 (IL1RL1) binding to IL-33, primary screen, biochemical, AlphaLISA; Interleukin-1 receptor-like 1 (Homo sapiens), Q01638; AlphaLISA ST2-Fc/biotin-IL-33 interaction, 1 h; inhibition, % for hits at 17 µM; actives 2.3% (n = 78,000); AID 1259354, 2018; in the data active means inhibition above about 30%; inconclusive means mostly about 10% to 28%
Target sequence (Q01638 whole entry, looked up): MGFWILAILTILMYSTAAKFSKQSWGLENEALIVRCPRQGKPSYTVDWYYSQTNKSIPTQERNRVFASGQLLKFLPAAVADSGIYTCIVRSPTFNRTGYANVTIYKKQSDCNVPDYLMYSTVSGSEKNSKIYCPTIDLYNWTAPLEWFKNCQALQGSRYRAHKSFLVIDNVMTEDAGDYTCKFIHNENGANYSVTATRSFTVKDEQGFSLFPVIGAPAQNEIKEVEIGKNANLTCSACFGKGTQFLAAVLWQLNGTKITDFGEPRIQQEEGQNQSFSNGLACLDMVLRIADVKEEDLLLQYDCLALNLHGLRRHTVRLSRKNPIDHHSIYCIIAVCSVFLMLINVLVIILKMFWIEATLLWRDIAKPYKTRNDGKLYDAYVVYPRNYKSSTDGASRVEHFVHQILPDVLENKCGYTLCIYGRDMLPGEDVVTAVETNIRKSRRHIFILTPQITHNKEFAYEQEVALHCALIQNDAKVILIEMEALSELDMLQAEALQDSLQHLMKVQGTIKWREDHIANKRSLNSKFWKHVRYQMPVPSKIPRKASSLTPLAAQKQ
* hit, by the source's call.

What do the screens show for `CCOC(=O)Cn1nc(-c2ccc(Cl)cc2)ccc1=O`?
ST2 IL33 inh: inactive

What do the screens show for `COc1ccc2c(C)nc(Nc3nc(C)c(C)c(=O)[nH]3)nc2c1`?
ST2 IL33 inh: inactive

Results for O=C1C2CCCCC2C(=O)N1c1ccc(Cl)c(F)c1 (centres undefined) ?
ST2 IL33 inh: inactive

How did Nc1c(C(=O)NCc2ccco2)nnn1Cc1ccc(Cl)cc1 do in these assays?
ST2 IL33 inh: inactive

Results for C#CCN(Cc1ccc(F)cc1)C(=O)CC(=O)Nc1cccc(C)c1C ?
ST2 IL33 inh: inconclusive

Results for Cc1ccccc1C(=O)N1CCC(C(=O)Nc2ccc(Br)cc2)CC1 ?
ST2 IL33 inh: inactive

What do the screens show for `CC(=O)c1cccc(NS(=O)(=O)c2ccc(CC(C)C)cc2)c1`?
ST2 IL33 inh: inactive

What do the screens show for `CSc1nc2ccc3nc(NC(C)=O)sc3c2s1`?
ST2 IL33 inh: inactive

How did NC(=O)c1cc(NC(=O)c2ccc([N+](=O)[O-])cc2)cc(C(N)=O)c1 do in these assays?
ST2 IL33 inh: inactive

What do the screens show for `COCCn1cc(C(=O)NCCCN2CCCC2)c2c3ccccc3n(C)c2c1=O`?
ST2 IL33 inh: inactive

What do the screens show for `CCOC(=O)c1ccc(CN(Cc2ccncc2)S(=O)(=O)c2ccc(C)cc2)cc1`?
ST2 IL33 inh: inactive

How did Cc1ccc(S(=O)(=O)NC(C)C(c2cccs2)N2CCN(c3ccccc3)CC2)cc1 (centres undefined) do in these assays?
ST2 IL33 inh: inactive

How did CCCC12CN3CC(CCC)(CN(C1)C3c1ccc(OC(C)C)cc1)C2=O (centres undefined) do in these assays?
ST2 IL33 inh: inactive

How did COc1cccc(NC(=O)CCC(=O)O)c1 do in these assays?
ST2 IL33 inh: inconclusive

What do the screens show for `COc1cccc(-c2nnc(NC(=O)c3ccc(S(=O)(=O)N(C)Cc4ccccc4)cc3)o2)c1`?
ST2 IL33 inh: inactive

What do the screens show for `CC1(C)CC(=O)C2=C(C1)Nc1cc(C(=O)c3ccccc3)ccc1NC2c1ccccn1` (centres undefined)?
ST2 IL33 inh: inconclusive

Results for Cc1ccc(C(=O)N[C@H]2CO[C@H]3[C@@H]2OC[C@@H]3Nc2nccc(C(C)(C)C)n2)cc1 ?
ST2 IL33 inh: inactive

What do the screens show for `CC1CC(C)CN(C(=O)C2(S(=O)(=O)c3ccc(Cl)cc3)CC2)C1` (centres undefined)?
ST2 IL33 inh: inactive

How did CCOc1ccc2nc(N3CCC(C(=O)NCc4ccccc4OC)CC3)nc(C)c2c1 do in these assays?
ST2 IL33 inh: inactive

What do the screens show for `Cc1ccccc1-c1nc2cc(NC(=O)c3ccc4c(c3)OCCO4)ccc2o1`?
ST2 IL33 inh: inactive

Some of these compounds in order of heavy-atom count, ascending.
What do the screens show for `CSc1nc2ccc3nc(NC(C)=O)sc3c2s1`?
ST2 IL33 inh: inactive

What do the screens show for `CCOC(=O)Cn1nc(-c2ccc(Cl)cc2)ccc1=O`?
ST2 IL33 inh: inactive

What do the screens show for `CC(=O)c1cccc(NS(=O)(=O)c2ccc(CC(C)C)cc2)c1`?
ST2 IL33 inh: inactive

How did NC(=O)c1cc(NC(=O)c2ccc([N+](=O)[O-])cc2)cc(C(N)=O)c1 do in these assays?
ST2 IL33 inh: inactive

Results for Cc1ccccc1C(=O)N1CCC(C(=O)Nc2ccc(Br)cc2)CC1 ?
ST2 IL33 inh: inactive

Results for C#CCN(Cc1ccc(F)cc1)C(=O)CC(=O)Nc1cccc(C)c1C ?
ST2 IL33 inh: inconclusive

How did CCCC12CN3CC(CCC)(CN(C1)C3c1ccc(OC(C)C)cc1)C2=O (centres undefined) do in these assays?
ST2 IL33 inh: inactive

Results for Cc1ccc(C(=O)N[C@H]2CO[C@H]3[C@@H]2OC[C@@H]3Nc2nccc(C(C)(C)C)n2)cc1 ?
ST2 IL33 inh: inactive

How did Cc1ccc(S(=O)(=O)NC(C)C(c2cccs2)N2CCN(c3ccccc3)CC2)cc1 (centres undefined) do in these assays?
ST2 IL33 inh: inactive

How did CCOc1ccc2nc(N3CCC(C(=O)NCc4ccccc4OC)CC3)nc(C)c2c1 do in these assays?
ST2 IL33 inh: inactive

What do the screens show for `COc1cccc(-c2nnc(NC(=O)c3ccc(S(=O)(=O)N(C)Cc4ccccc4)cc3)o2)c1`?
ST2 IL33 inh: inactive

More structures
Results for O=C(NCC1(N2CCOCC2)CCCC1)c1coc(Cn2cnc3ccccc32)n1 ?
ST2 IL33 inh: inactive

What do the screens show for `O=C1C2C3C=CC(O3)C2C(=O)N1c1ccc2c(c1)OCO2` (centres undefined)?
ST2 IL33 inh: inconclusive

Results for N#Cc1c(N)n(Cc2ccccc2)c2nc3ccccc3nc12 ?
ST2 IL33 inh: inconclusive

What do the screens show for `CCCC(CC(=O)O)c1c2c(c(O)c3c1OC(C)C(C)C3=O)C=CC(C)(C)O2` (centres undefined)?
ST2 IL33 inh: inconclusive

How did COc1ccc(CC(=O)N(c2ccc(Br)cc2)C2C=CS(=O)(=O)C2)cc1 (centres undefined) do in these assays?
ST2 IL33 inh: inactive

How did O=C(C1CCN(S(=O)(=O)c2cccs2)CC1)N1CCCC1 do in these assays?
ST2 IL33 inh: inactive

How did CC1CCCCN1CCNS(=O)(=O)c1ccc2c(c1)c(=O)n(C)c(=O)n2C (centres undefined) do in these assays?
ST2 IL33 inh: inactive

How did C=CCc1cc(OC)ccc1OCC(O)CN1CCN(c2ccccc2F)CC1 (centres undefined) do in these assays?
ST2 IL33 inh: inconclusive

What do the screens show for `Cc1ccc(CCN2CC(C(=O)NCCN(C)C)CC2=O)cc1` (centres undefined)?
ST2 IL33 inh: inactive

Results for CC1=CC[C@@H]2CN(C(=O)Cc3ccc(N4CCNC4=O)cc3)C[C@@H]2C1 ?
ST2 IL33 inh: inactive

What do the screens show for `O=C(Nc1cc2cc(Br)ccc2oc1=O)C1CCCCC1`?
ST2 IL33 inh: inactive

How did CCN(CC)CC[C@H]1CN(C(=O)Cc2cccs2)CC[C@H]1CC(=O)O do in these assays?
ST2 IL33 inh: inconclusive

How did Cc1ccc(-c2c(C#N)c(N)nc3c2CCCCCC3)cc1 do in these assays?
ST2 IL33 inh: inactive

How did COc1ccc(C(=O)Nc2cccc(Cl)c2)cc1OC do in these assays?
ST2 IL33 inh: inactive

How did O=C(NC1CCCCC1)C1c2ccccc2C(=O)N1C1CC1 (centres undefined) do in these assays?
ST2 IL33 inh: inactive

What do the screens show for `COc1cccc(NC(=O)Nc2nnc(-c3ccccc3Br)s2)c1`?
ST2 IL33 inh: inactive

How did CCc1cccc(NS(=O)(=O)c2cccc3cccnc23)c1 do in these assays?
ST2 IL33 inh: inactive

How did CCCNC(=O)C1CCC(Cn2c(=O)c3sccc3n(CC(=O)N(CC)CC)c2=O)CC1 (centres undefined) do in these assays?
ST2 IL33 inh: inconclusive

What do the screens show for `CCOc1ccc(NC(=O)Nc2nnc(-c3ccc([N+](=O)[O-])cc3)s2)cc1`?
ST2 IL33 inh: inactive

How did Cc1cc(C)c(-c2csc(NC(=O)c3ccc(S(=O)(=O)N4CCOCC4)cc3)n2)c(C)c1 do in these assays?
ST2 IL33 inh: inactive

Results for Cc1ccc(CN(C(=O)c2cccc(OCC(N)=O)c2)C2CCCC2)s1 ?
ST2 IL33 inh: inactive

Results for CCCN=C(NS(=O)(=O)c1ccc(F)cc1)c1ccccc1 ?
ST2 IL33 inh: inconclusive

How did c1ccc(C2=Nn3c(nnc3-c3ccncc3)SC2)cc1 do in these assays?
ST2 IL33 inh: inactive

What do the screens show for `CCNC(=O)[C@@H]1C[C@H](N)CN1C(=O)C1(c2ccc(OC)cc2)CCCC1`?
ST2 IL33 inh: inactive

How did CCCS(=O)(=O)N1CCC(C(=O)NC)CC1 do in these assays?
ST2 IL33 inh: inactive

Results for Cn1c(C(=O)NCc2ccccc2)cc2c(=O)n3ccccc3nc21 ?
ST2 IL33 inh: inactive

What do the screens show for `Cc1ccc(NS(=O)(=O)c2cc(Br)cc3c2N(C(=O)C2CC2)CC3)c(Cl)c1`?
ST2 IL33 inh: inactive

Results for c1ccc(NC2CCN(Cc3cc4n(n3)CCCNC4)CC2)nc1 ?
ST2 IL33 inh: inactive

How did Cc1cccnc1CN1CCN(Cc2sccc2C)CC1 do in these assays?
ST2 IL33 inh: inconclusive

How did O=C1NC(c2cc3c(cc2Cl)OCO3)Nc2sc3c(c21)CCCC3 (centres undefined) do in these assays?
ST2 IL33 inh: inactive

Results for Cc1c(Cl)c(C(=O)N2CCCC3(CC2)CN(C)C(=O)O3)nn1C (centres undefined) ?
ST2 IL33 inh: inactive

Results for Cn1cnc2cc(-c3nc(C4(c5ccc(F)cc5)CCOC4)no3)cnc21 (centres undefined) ?
ST2 IL33 inh: inconclusive

What do the screens show for `CC(c1ccc(-c2ccc3sc(N)nc3c2)cc1)N1CCOCC1` (centres undefined)?
ST2 IL33 inh: inactive

What do the screens show for `Cn1ccnc1CN(Cc1cc2ccccc2o1)C1CC1`?
ST2 IL33 inh: inconclusive

How did COc1ccc(NCCN2C(=O)C3CC=C(Cl)CC3C2=O)cc1 (centres undefined) do in these assays?
ST2 IL33 inh: inactive

Results for O=C1N[C@H]2C=C[C@@H]1C1C(=O)N(c3ccccc3)C(=O)C12 (some centres undefined) ?
ST2 IL33 inh: inactive

What do the screens show for `CCOc1ccc(C(=O)NCc2ccco2)cc1Cl`?
ST2 IL33 inh: inconclusive

How did CN(Cc1n[nH]c2c1CCC2)C(=O)c1cc(COc2cccc(F)c2)[nH]n1 do in these assays?
ST2 IL33 inh: inactive

Results for Cc1ccc(NS(=O)(=O)c2ccc3c(c2)CCN3C(=O)C2CC2)c(Cl)c1 ?
ST2 IL33 inh: inactive

Results for COc1cccc([C@@H](C)NC(=O)CSc2n[nH]c(C)n2)c1 ?
ST2 IL33 inh: inactive

How did Cc1ccc(-c2nc(N3CCN(CCO)CC3)ncc2-c2ccccc2C)cc1 do in these assays?
ST2 IL33 inh: inactive

Results for CCSc1sc(CC)cc1C(=O)O ?
ST2 IL33 inh: inactive

What do the screens show for `Cc1cc(C(=O)N2CC(=O)N(Cc3cccnc3)CC(OCC3CC3)C2)nn1C` (centres undefined)?
ST2 IL33 inh: inactive

What do the screens show for `OCC1CCCN1Cc1c(F)cccc1Cl` (centres undefined)?
ST2 IL33 inh: inconclusive

How did O=C(CNS(=O)(=O)c1ccc(Br)s1)NCc1ccc(F)cc1 do in these assays?
ST2 IL33 inh: inactive

How did CCCc1cnc(C)nc1N1CCCN(S(C)(=O)=O)CC1 do in these assays?
ST2 IL33 inh: inconclusive

Results for CC(C)Oc1cccc(C(=O)C2CCCN(Cc3c[nH]c(=O)[nH]c3=O)C2)c1 (centres undefined) ?
ST2 IL33 inh: inactive

What do the screens show for `Oc1c(C(Nc2ccccn2)c2ccncc2)ccc2cccnc12` (centres undefined)?
ST2 IL33 inh: inconclusive

What do the screens show for `Cc1ccc(NC(=O)CSc2nc(C)c(Cc3ccccc3)c(=O)[nH]2)cc1`?
ST2 IL33 inh: inactive

What do the screens show for `CN(C)C1CCCN(C(=O)CCCc2ccc(Cl)cc2)CC1` (centres undefined)?
ST2 IL33 inh: inactive

What do the screens show for `COc1ccc(N2C(=O)C(O)=C(C(C)=O)C2c2ccc([N+](=O)[O-])cc2)cc1` (centres undefined)?
ST2 IL33 inh: inactive

Results for COc1ccc(OC)c2sc(N3CCN(c4ccccc4)CC3)nc12 ?
ST2 IL33 inh: inconclusive

Results for NC(=O)c1cccc(CC2CCN(C(=O)CCCn3cccn3)C2)c1 (centres undefined) ?
ST2 IL33 inh: inconclusive

What do the screens show for `O=S(=O)(c1cccc(Cl)c1)N(CCCN1CCOCC1)Cc1cccs1`?
ST2 IL33 inh: inactive

Results for CCOCC(=O)Nc1c(C(=O)Nc2ccc(OCC)cc2)oc2ccccc12 ?
ST2 IL33 inh: inactive

Results for O=C(Nc1ccccn1)c1cccc(S(=O)(=O)N2CCCCC2)c1 ?
ST2 IL33 inh: inactive

How did CCN(CCN1CCCC1)Cc1nc[nH]c1C do in these assays?
ST2 IL33 inh: inactive

Results for CC(=O)Nc1ccc(CN2CC[C@H](c3nnc(-c4cccnc4)o3)C2)cc1 ?
ST2 IL33 inh: inconclusive

How did O=c1nc2cc3[nH]c4c(=O)c5ccccc5c4[nH]c3cc2n1 do in these assays?
ST2 IL33 inh: 46.0%*

What do the screens show for `Cc1cc(Br)cc(C)c1NC(=O)C(C)C`?
ST2 IL33 inh: inactive

What do the screens show for `CCCc1nc(-c2ccc(-c3ccc(F)cc3)cc2)no1`?
ST2 IL33 inh: inactive

What do the screens show for `O=C(c1cn2ccsc2n1)N1C[C@H]2C[C@H](O)[C@H](O)C[C@H]2C1`?
ST2 IL33 inh: inactive

How did O=C(CC[C@@H]1CNC(=O)[C@@H]2C[C@H](NC(=O)Nc3cccc(Cl)c3)CN12)NC1CC1 do in these assays?
ST2 IL33 inh: inactive

What do the screens show for `CCC(C)N1CCN(C(=O)c2ccncc2)CC1` (centres undefined)?
ST2 IL33 inh: inactive

How did Cc1c(-c2n[nH]c(=O)n2[C@@H](C)c2ccc(Cl)cc2)cnn1C do in these assays?
ST2 IL33 inh: inactive

What do the screens show for `CC(NC(=O)c1cc(-c2ccc(Br)cc2)on1)c1ccccc1` (centres undefined)?
ST2 IL33 inh: inactive

Results for O=C(Nc1ccc(Br)cc1F)N1CCN(Cc2nc3cccnc3n2-c2ccc(F)cc2)CC1 ?
ST2 IL33 inh: inactive

Results for O=c1[nH]c2ccc(S(=O)(=O)Nc3ccc(F)cc3Cl)cc2[nH]c1=O ?
ST2 IL33 inh: inconclusive

How did CCOC(=O)c1sc2nc(C)nc(N3CCOCC3)c2c1C do in these assays?
ST2 IL33 inh: inactive

What do the screens show for `Cn1c(=O)[nH]c(=O)c2c1nc(Br)n2CCN1C(=O)c2ccccc2C1=O`?
ST2 IL33 inh: inactive

How did COc1ccc(C2C(=C(O)c3ccc(F)cc3)C(=O)C(=O)N2CCN2CCOCC2)cc1OC (centres undefined) do in these assays?
ST2 IL33 inh: inactive

High-throughput results: PubChem BioAssay, IUPUI and University of Michigan

These rows are one share of the data; the hit share may differ from the screen's.
